# Assay outcomes from PubChem BioAssay.
# inhibitors of VEEV: inhibitors of VEEV TC-83 cytopathic effect, confirmation, Vero cells (AID 588727); Vero cells, VEEV TC-83 cytopathic effect inhibition; higher % means a stronger effect; one-dose inhibition, % at 20 µM; IC50 in µM for titrated hits; 350,000 tested, 0.13% active; in the data active = a potency from the dose series; inconclusive = inhibition mostly from about 14% at the one dose, without a potency; inactive = the rest, 99 in 100 with inhibition below about 12%; also: strong numbers were not always called active
# tuberculosis growth: growth inhibition of non-replicating M. tuberculosis (AID 488890) | Mycobacterium tuberculosis non-replicating, growth inhibition; higher % means a stronger effect | 320,000 tested, 0.39% active | inhibition, % at 25 µM, or IC50 in µM where a hit was titrated; in the data active = a potency from the dose series; inconclusive = inhibition mostly from about 82% at the one dose, without a potency; inactive = the rest, 99 in 100 with inhibition below about 76%;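 also: plate controls were DMSO cells for no effect and high antibiotic wells for full effect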
# influenza NS1A: H1N1 influenza NS1A inhibitors, functional cell based assay (AID 504329). NS1A functional cell-based assay, percent inhibition; higher % means a stronger effect. inhibition, % at 12.5 µM; hits with a dose series show IC50 in µM. 340,000 tested, 0.3% active; in the data active = a potency from the dose series; inconclusive = inhibition above about 27% without an active follow-up result; also: strong numbers were not always called active
# M. tuberculosis HTS: M. tuberculosis growth inhibition, HTS (AID 449762); M. tuberculosis H37Rv growth inhibition, 7H9 media; higher % means a stronger effect; one-dose inhibition, % at 25 µM; IC50 in µM for titrated hits; 330,000 tested, 0.59% active; in the data active = a potency from the dose series; inconclusive = inhibition above about 70% without an active follow-up result;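 also: bacterial growth assessed after seven days of incubation; strong numbers were not always called active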
# PhoP GFP inhibition: PhoP regulon inhibitors, Salmonella typhi PhoP promoter GFP reporter, confirmatory (AID 1850); Salmonella Typhi PhoP-promoter GFP reporter, fluorescence, 4 h; higher % means a stronger effect; one-dose inhibition, % at 50 µM; IC50 in µM for titrated hits; 310,000 tested, 0.33% active; in the data active = a potency from the dose series; inconclusive = inhibition mostly from about 25% at the one dose, without a potency; inactive = the rest, 99 in 100 with inhibition below about 19%;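 also: 0% = induced wells with vehicle and 100% = uninduced wells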
# inhibitors of VEEV 10K pilot screen: further read-out of inhibitors of VEEV, marked with its call; inhibition, %; measured here: 10K pilot screen inhibition
# * hit, by the source's call; i = inactive; u = inconclusive; x = not tested or not shown. The order is random, and some 1.4% of all compounds hit somewhere here.
SMILES,inhibitors of VEEV,tuberculosis growth,influenza NS1A,M. tuberculosis HTS,PhoP GFP inhibition,others
O=c1[nH]ncc(NCc2ccc(Cl)cc2)c1Cl,i,11%,3%,-4%,0%,
O=C(c1cnc(Cl)c(Cl)c1)N1CCN(S(=O)(=O)c2ccc(F)cc2)CC1,0.1%,-9%,12%,13%,-26%,
CCn1nc(C(=O)Nc2ccc3nc(C)sc3c2)c2ccccc2c1=O,11%,-5%,2%,4%,4%,
CCOC(=O)Cn1c(C)c(C#N)c2ccccc21,0.8%,69%,3%,5%,4%,
CCN1CCN(c2ncc3c(n2)CC(c2cc(OC)c(OC)c(OC)c2)CC3=O)CC1 (stereo not given),8.7%,-2%,-5%,-5%,4%,
COC(=O)c1ccccc1NC(=O)c1ccccc1OC,1.3%,57%,-1%,u,-3%,
COc1ccc(C2CC(=O)Oc3c(C(CCN4CCOCC4)c4cc(OC)c(OC)c(OC)c4)c(OC)cc(OC)c32)cc1 (stereo not given),0.4%,14%,-12%,-8%,1%,
Cc1ccc(NC(=S)/N=C(\N)Nc2nc(C)c3cc(C)c(C)cc3n2)cc1C,7.2%,12%,-3%,u,-5%,
O=S(=O)(c1ccc(SCc2ccc(Br)cc2)nc1)N1CCOCC1,3.1%,3%,-10%,0%,x,
CCc1nn(CC(=O)NCCC2=CCCCC2)c(=O)c2cc3cc(F)ccc3n12,1.1%,3%,-8%,3%,-6%,
c1ccc(CCNc2nc3ccccc3n3nnnc23)cc1,i,-1%,1%,-6%,3%,
O=C1NCCCC1C(=O)N1CCN(C(c2ccccc2)c2ccccc2)CC1 (stereo not given),1.4%,11%,-2%,7%,7%,
Cc1cc(Cl)ccc1C(=O)C1CCCN(C(=O)/C=C/c2cnn(C)c2)C1 (stereo not given),1.0%,-1%,-10%,-11%,-9%,
CCCn1c(CCC(=O)O)ccc1-c1ccc(F)cc1,0.7%,20%,-3%,-3%,16%,
CCC(C)NC(=O)[C@@H]1CSC2c3ccccc3C(=O)N21 (stereo not given in full),i,-22%,-28%,-4%,3%,

# 5 compounds already listed, ordered by molar mass, ascending:
SMILES,inhibitors of VEEV,tuberculosis growth,influenza NS1A,M. tuberculosis HTS,PhoP GFP inhibition,others
c1ccc(CCNc2nc3ccccc3n3nnnc23)cc1,i,-1%,1%,-6%,3%,
CCn1nc(C(=O)Nc2ccc3nc(C)sc3c2)c2ccccc2c1=O,11%,-5%,2%,4%,4%,
Cc1cc(Cl)ccc1C(=O)C1CCCN(C(=O)/C=C/c2cnn(C)c2)C1 (stereo not given),1.0%,-1%,-10%,-11%,-9%,
O=S(=O)(c1ccc(SCc2ccc(Br)cc2)nc1)N1CCOCC1,3.1%,3%,-10%,0%,x,
COc1ccc(C2CC(=O)Oc3c(C(CCN4CCOCC4)c4cc(OC)c(OC)c(OC)c4)c(OC)cc(OC)c32)cc1 (stereo not given),0.4%,14%,-12%,-8%,1%,

# Back to the main list, starting 3 compounds before the break.
SMILES,inhibitors of VEEV,tuberculosis growth,influenza NS1A,M. tuberculosis HTS,PhoP GFP inhibition,others
Cc1cc(Cl)ccc1C(=O)C1CCCN(C(=O)/C=C/c2cnn(C)c2)C1 (stereo not given),1.0%,-1%,-10%,-11%,-9%,
CCCn1c(CCC(=O)O)ccc1-c1ccc(F)cc1,0.7%,20%,-3%,-3%,16%,
CCC(C)NC(=O)[C@@H]1CSC2c3ccccc3C(=O)N21 (stereo not given in full),i,-22%,-28%,-4%,3%,
O=C(O)c1cccnc1NC1CCCC1,i,-4%,2%,-10%,3%,
Cc1ccccc1CSc1nnc(-c2cccnc2)n1N,0.9%,-8%,-9%,-9%,2%,
CS(=O)(=O)N(Cc1cccc(CN(C(C(=O)O)c2ccccc2)S(C)(=O)=O)c1)C(C(=O)O)c1ccccc1 (stereo not given),0.3%,11%,13%,4%,2%,
Cc1cc2c(cc1S(=O)(=O)NCCc1ccc(Cl)cc1)OCC(=O)N2,7.7%,11%,3%,0%,11%,inhibitors of VEEV 10K pilot screen=4.3
COC(=O)c1cn(-c2nc(C)c3c(n2)CCC3)nn1,0.0%,7%,-1%,0%,-1%,
COc1cc(C2=NOC(C(=O)Nc3ccc4c(c3)OCO4)C2)cc(OC)c1OC (stereo not given),0.5%,8%,-18%,2%,12%,
COc1ccc(N2C(=O)CC2(/C=C/c2ccccc2OC)C(=O)NC2CCCC2)cc1 (stereo not given),3.9%,46%,5%,0%,-6%,
Cc1cc(C)n2nc3nc(N4CCCC4)nc(-c4ccccc4)c3c2n1,5.4%,22%,-8%,42%,-7%,
CN(C)S(=O)(=O)c1ccc(N2CCCC2)c(C(=O)N2CCN(S(=O)(=O)c3ccc(F)c(F)c3)CC2)c1,2.7%,x,-2%,x,x,
CCOCCCNC(=S)Nc1cc(OCC)c(NC(=O)c2ccco2)cc1OCC,1.1%,14%,2%,11%,-18%,
COc1cc(Cn2cnnn2)ccc1O,0.8%,2%,-4%,3%,-3%,
COc1ccc(NC(=O)CSc2ccc3nnc(-c4ccccn4)n3n2)cc1OC,i,-12%,-2%,3%,-4%,
N=c1ccccn1Cc1ccccc1,i,-6%,-7%,13%,-16%,
CN(CCc1ccccc1)C(=O)c1ccc(NC(=O)Cc2ccc(NC(=O)C3CCN(S(=O)(=O)c4cccc([N+](=O)[O-])c4)CC3)cc2)cc1,i,x,1%,x,x,
CCN(CC(=O)Nc1ccc(NC(C)=O)cc1)C(=O)c1cc(C)on1,0.5%,-9%,-9%,2%,-2%,
CC1CCC2(CC1)NC(=O)N(CC(=O)NC(C)c1ccc(F)c(F)c1)C2=O (stereo not given),0.8%,-8%,-3%,7%,x,
O=C(NCCCN1CCOCC1)c1cc2ccccc2o1,i,-15%,5%,-3%,-12%,
O=C(Nc1ccccc1)NC1CCN(Cc2nnnn2C2CCCCC2)CC1,0.6%,12%,6%,-5%,4%,
Cc1ccc(NC(=O)CN(C)S(=O)(=O)c2cccc3nsnc23)cc1C,10.0%,26%,6%,6%,2%,
COc1ccc(-c2nc(CS(=O)CC(=O)NCc3ccco3)c(C)o2)cc1 (stereo not given),2.2%,19%,-2%,-3%,-1%,
COC(=O)c1cc(-c2ccc(Br)cc2)c2c(=O)n(C)c(=O)n(C)c2n1,2.4%,-21%,2%,3%,4%,
COc1ccc(C(=O)COC(=O)CCNS(=O)(=O)c2ccc(NC(C)=O)cc2)c(OC)c1,7.5%,8%,-6%,12%,-5%,
Cc1nc2c3ccccc3nc(NNC(=O)CCC(=O)N3CCC(C)CC3)n2n1,2.2%,3%,-6%,-3%,-2%,
F[B-](F)(F)COc1ccccc1,i,x,-22%,x,x,
O=[N+]([O-])c1ccc2c(c1)c1ccccc1n2CCO,3.8%,2%,x,6%,-2%,
CC(C)CCN(C(=O)CNC(=O)c1cccs1)C(C(=O)NC1CCCCC1)c1cccnc1 (stereo not given),i,24%,5%,1%,15%,
S=C(NCCc1ccccc1)N1CCn2cccc2C1c1cccnc1 (stereo not given),3.5%,24%,-1%,1%,-1%,
CCCCNC(=O)C(=O)N/N=C/c1cccc(Br)c1,i,19%,-3%,28%,-4%,
CC1CCCCC1NC(=O)CSc1ccsc1[N+](=O)[O-] (stereo not given),i,x,2%,x,x,
COc1ccc(CCNC(=O)C(C(=O)c2ccccc2)n2cc(Cl)ccc2=O)cc1OC (stereo not given),0.2%,-9%,0%,3%,-4%,
COc1ccc2c(COC(=O)[C@H](C)NS(=O)(=O)c3ccccc3F)cc(=O)oc2c1,i,2%,-1%,-7%,x,
CCCCOC(=O)CCCc1ccc([N+](=O)[O-])cc1[N+](=O)[O-],0.3%,u,13%,0%,-21%,
CC(C)CN1CCNC(=O)C1CC(=O)NCCCN1CCCc2ccccc21 (stereo not given),i,41%,-19%,-12%,14%,
CCOC(=O)CN1C(=O)C(CC)Oc2ccc(Cl)cc21 (stereo not given),i,12%,-4%,-2%,1%,
COc1cccc(/C=N/NC(=O)c2[nH]nc3c2CCc2ccccc2-3)c1O,12%,-21%,1%,0%,0%,
O=[N+]([O-])c1ccc(COc2ccc(-c3[nH]ncc3-c3ccc(Cl)cc3)c(O)c2)cc1,6.3%,-15%,-1%,67µM*,-11%,
N#C/C(=N\Nc1ccccc1)C(=N)N1CCCCCC1,1.8%,0%,-18%,-8%,2%,
O=C(c1ccccc1Cl)N1CCSCC1,1.2%,0%,-3%,0%,-10%,
CCOC(=O)CC(NC(=O)Cn1nnc(-c2ccccc2)n1)c1ccc(OC)cc1 (stereo not given),i,10%,-3%,5%,-8%,
O=C(NCc1ccc2[nH]c3c(c2c1)CCCC3)N1CCOCC1,x,-1%,x,0%,-8%,
C=CCc1cccc(CNc2ccc(S(=O)(=O)Nc3nccnc3OC)cc2)c1O,2.3%,69%,-3%,3%,-1%,
O=C(CCN1C(=O)[C@@H]2Cc3ccccc3CN2C1=O)NCCc1ccccc1,4.3%,-7%,-6%,9%,0%,
C=CCN(CC=C)C(=S)NC(=O)/C=C/c1ccc(C)cc1,1.3%,24%,-6%,-1%,-10%,
COc1ccc(C[C@@H]2CN3C(=NC[C@@H]3C)N2CCNC(=O)c2ccc(C)c(Br)c2)cc1,1.1%,62%,-2%,0%,-14%,
CCCCCCOc1ccc(C(=O)O)cc1,0.7%,72%,-6%,-8%,14%,

# By substructure: the compounds so far with an NH in an aromatic ring.
SMILES,inhibitors of VEEV,tuberculosis growth,influenza NS1A,M. tuberculosis HTS,PhoP GFP inhibition,others
O=c1[nH]ncc(NCc2ccc(Cl)cc2)c1Cl,i,11%,3%,-4%,0%,
COc1cccc(/C=N/NC(=O)c2[nH]nc3c2CCc2ccccc2-3)c1O,12%,-21%,1%,0%,0%,
O=[N+]([O-])c1ccc(COc2ccc(-c3[nH]ncc3-c3ccc(Cl)cc3)c(O)c2)cc1,6.3%,-15%,-1%,67µM*,-11%,
O=C(NCc1ccc2[nH]c3c(c2c1)CCCC3)N1CCOCC1,x,-1%,x,0%,-8%,

# Back to the main list; the 2 compounds before the break are reprinted first.
SMILES,inhibitors of VEEV,tuberculosis growth,influenza NS1A,M. tuberculosis HTS,PhoP GFP inhibition,others
COc1ccc(C[C@@H]2CN3C(=NC[C@@H]3C)N2CCNC(=O)c2ccc(C)c(Br)c2)cc1,1.1%,62%,-2%,0%,-14%,
CCCCCCOc1ccc(C(=O)O)cc1,0.7%,72%,-6%,-8%,14%,
CCC(=O)OC1(C)C(=O)C2=COC(c3ccc(OC)cc3)=CC2=C(Br)C1=O (stereo not given),7.7%,29%,-14%,-6%,5%,
Cc1ccc(C)c(N2C(=O)CC(Cc3ccc(Cl)cc3)C2=O)c1 (stereo not given),i,29%,-3%,-2%,-7%,
CCN(CC)S(=O)(=O)c1cc(C(=O)Nc2ccncc2)ccc1Cl,i,5%,-5%,-15%,-7%,
Cn1nnnc1Sc1ncnc2scc(-c3cccc(F)c3)c12,u,76%,6%,22%,x,
COc1ccccc1CNC(=S)NCc1ccc(Cl)cc1,4.5%,25%,-5%,1%,-8%,
S=C(Nc1ccc(Cl)cc1)Nc1ccc2c(c1)OCCO2,3.2%,u,-3%,-8%,-5%,
Cc1cc2ncn(C(=O)N3CCOCC3)c2cc1C,0.2%,-8%,0%,2%,6%,
COc1ccc(NS(=O)(=O)NC(=O)c2c[nH]c3ccccc23)cc1,11%,31%,3%,13%,-8%,
O=C1COc2ccccc2CN1,1.4%,-17%,-14%,-1%,21%,
Cc1cccc(C)c1NC1=C(Cl)C(=O)OC1OC(=O)c1ccccc1 (stereo not given),2.8%,47%,4%,49%,-6%,
CC1CCc2nc(NC(=O)CCSc3ccccc3)sc2C1 (stereo not given),0.2%,x,3%,-24%,-7%,
CC(=O)Nc1c(O)nc(SCC(=O)N2CCCCC2)[nH]c1=O,0.3%,1%,-4%,-5%,x,
COc1ccc(NC(=O)c2cc3c(Cl)nc4ccccc4c3s2)c(OC)c1,2.6%,-13%,-3%,19%,-2%,
CSc1ccc(/C=C(\NC(=O)c2ccco2)C(=O)N2CCCCC2)cc1,0.8%,4%,0%,-1%,1%,
Cc1ccc2nc(-c3ccc(N4C(=N)SC5CS(=O)(=O)CC54)cc3)sc2c1 (stereo not given),4.5%,34%,-3%,12%,-5%,
CCCOC(=O)c1ccc(N2C(=O)c3ccccc3C2=O)cc1,0.3%,35%,-8%,u,-6%,
O=C(c1ccccc1Br)N1CCC(c2nc3ccccc3s2)CC1,2.1%,33%,11%,1%,10%,
O=C(Cc1ccccc1[N+](=O)[O-])N1CCN(S(=O)(=O)c2ccccc2)CC1,8.0%,-4%,1%,-3%,-6%,
CSc1nc2ccc(S(=O)(=O)N3CCc4ccccc43)cc2s1,0.2%,-3%,-2%,-3%,-3%,
